PV pol inh: poliovirus RdRp elongation inhibitors, primary screen, biochemical, fluorescence polarization, total intensity. Genome polyprotein (Poliovirus type 1 (strain Mahoney)), P03300. poliovirus polymerase elongation; stronger effect = lower value. % elongation, % (compound at 16.7 µg/mL). hit rate 0.66% among 150,000. AID 588519, 2011; in the data active = % elongation below about 90%; note: some results filed as inactive read as strong as hits
Target sequence (P03300 1749-2209 limits assumed): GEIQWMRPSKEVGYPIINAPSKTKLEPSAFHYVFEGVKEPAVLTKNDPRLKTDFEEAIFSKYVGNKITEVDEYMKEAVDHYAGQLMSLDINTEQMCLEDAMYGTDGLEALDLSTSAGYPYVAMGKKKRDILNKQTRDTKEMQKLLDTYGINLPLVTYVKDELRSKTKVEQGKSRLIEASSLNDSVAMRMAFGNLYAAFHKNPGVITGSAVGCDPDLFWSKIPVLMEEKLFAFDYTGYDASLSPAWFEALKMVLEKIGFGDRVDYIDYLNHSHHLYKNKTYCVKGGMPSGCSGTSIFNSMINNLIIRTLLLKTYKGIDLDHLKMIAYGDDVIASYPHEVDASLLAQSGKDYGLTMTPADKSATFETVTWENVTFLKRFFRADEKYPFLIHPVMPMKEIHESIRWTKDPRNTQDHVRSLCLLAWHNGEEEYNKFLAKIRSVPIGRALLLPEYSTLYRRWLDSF
PV pol inh FP z-score: recorded beside PV pol inh, whose call it bears; z-score; measured here: FP z-score; hits read low
* hit, by the source's call. This is a subset; the hit share may differ from the screen's.

What do the screens show for `Brc1cccc(-c2nnc(CN3CCc4ccccc4C3)o2)c1`?
PV pol inh: 101; PV pol inh FP z-score: 0.1

How did CCCN1C(=O)/C(=C/c2cc(Br)c(O)c(OCC)c2)NC1=S do in these assays?
PV pol inh: 73; PV pol inh FP z-score: -5.9

What do the screens show for `CCOC(=O)c1cnc2c(ccc3ccccc32)c1NCC(C)C`?
PV pol inh: 103; PV pol inh FP z-score: 0.4

How did Cc1ccc(C(=O)N2CCN(c3ccccc3)CC2)cc1NC(=O)c1nsc2ccccc12 do in these assays?
PV pol inh: 108; PV pol inh FP z-score: 0.2

What do the screens show for `O=C(CCCn1c(=O)oc2ccccc21)N1CCc2ccccc2C1`?
PV pol inh: 102; PV pol inh FP z-score: -0.2

Results for N#CNC1=NC(c2ccccc2)C2=C(N1)/C(=C\c1ccccc1)CCC2 (centres undefined) ?
PV pol inh: 101; PV pol inh FP z-score: 0

Results for CC(=O)N1CCOc2cc(S(=O)(=O)NCCc3cccc(C)c3)ccc21 ?
PV pol inh: 104; PV pol inh FP z-score: 0

What do the screens show for `CC(=O)c1cccc(NC(=O)c2ccc3c(c2)N(Cc2ccc(C)cc2)CCS3)c1`?
PV pol inh: 102; PV pol inh FP z-score: -0.9

Results for O=C1NC2(CCCCC2)C(=O)N1Cc1nnc(-c2ccccc2)o1 ?
PV pol inh: 108; PV pol inh FP z-score: -0.2

What do the screens show for `CCCCc1nnc(NC(=O)CCN2C(=O)/C(=C\c3ccco3)SC2=S)s1`?
PV pol inh: 101; PV pol inh FP z-score: -0.2

What do the screens show for `CN(C)C(=O)CN(C#N)c1nc(Cl)nc(N(C)C)n1`?
PV pol inh: 102; PV pol inh FP z-score: 0.3

How did O=C(CN(C1CCCCC1)S(=O)(=O)c1ccc(F)cc1)NCC1CCCO1 (centres undefined) do in these assays?
PV pol inh: 105; PV pol inh FP z-score: 0.4

What do the screens show for `CC1(C)S[C@@H]2[C@H](NC(=O)[C@H](C(=O)O)c3ccsc3)C(=O)N2[C@H]1C(=O)O`?
PV pol inh: 99; PV pol inh FP z-score: -0.1

Results for CNC(=O)COC(=O)c1ccccc1Oc1ccccc1 ?
PV pol inh: 102; PV pol inh FP z-score: 0.2

Results for Cc1nn(-c2ccc(F)cc2)c(Cl)c1C(=O)OCC#N ?
PV pol inh: 102; PV pol inh FP z-score: 0

What do the screens show for `CC(C)(C)OC(=O)N1CC=C2C(C1)C(c1cccc(F)c1)C(C#N)=C(N)C2(C#N)C#N` (centres undefined)?
PV pol inh: 111; PV pol inh FP z-score: 1.9

What do the screens show for `Cc1ccc(S(=O)(=O)N2CCOCC2)cc1C(=O)OCc1nc2ccc(Cl)cc2n1CCO`?
PV pol inh: 107; PV pol inh FP z-score: 0.4

How did O=C(NC1CCCCC1)c1ccc2c(c1)N(Cc1ccccc1F)C(=O)c1ccccc1S2 do in these assays?
PV pol inh: 108; PV pol inh FP z-score: 0.4

How did CCCn1nc(C(=O)N(C)Cc2cccs2)c2ccccc2c1=O do in these assays?
PV pol inh: 110; PV pol inh FP z-score: 1

Results for COc1ccc(N(CC(=O)NC(C)c2ccccc2)S(=O)(=O)c2c(C)nn(C)c2C)cc1 (centres undefined) ?
PV pol inh: 104; PV pol inh FP z-score: 0

What do the screens show for `CCN(C(=O)c1cc2cc(Br)cc(OC)c2oc1=O)c1ccccc1`?
PV pol inh: 107; PV pol inh FP z-score: 0.6

How did Cc1nc2ccc(Cl)cc2c(-c2ccccc2)c1C(=O)N1CCOCC1 do in these assays?
PV pol inh: 101; PV pol inh FP z-score: -0.3

What do the screens show for `O=C(N1CCCCC1)N1CCN(S(=O)(=O)N2CCCCC2)CC1`?
PV pol inh: 107; PV pol inh FP z-score: 2.1

How did CCOC(=O)c1c(-c2ccccc2)c2cc(Cl)ccc2[nH]c1=O do in these assays?
PV pol inh: 102; PV pol inh FP z-score: 0.3

What do the screens show for `COc1ccc(CNC(=O)c2cnn(-c3ccc(C)cc3)c2-n2cccc2)cc1OC`?
PV pol inh: 102; PV pol inh FP z-score: 0

What do the screens show for `Cc1cc(C)c(C(=O)CSc2nnc(C)n2N)cc1C`?
PV pol inh: 111; PV pol inh FP z-score: 1.2

What do the screens show for `Nn1c(=S)[nH]c2cc(C(=O)O)ccc2c1=O`?
PV pol inh: 103; PV pol inh FP z-score: 0.4

Results for CCOC(=O)c1c(NC(=O)c2ccc(Cl)s2)sc2c1CCN(C(C)=O)C2 ?
PV pol inh: 100; PV pol inh FP z-score: -0.4

Results for Cc1ccc2oc(-c3ccccc3)cc(=NCCN(C)C)c2c1 ?
PV pol inh: 96; PV pol inh FP z-score: -1.5

Results for COc1ccc(Br)cc1S(=O)(=O)Nc1cc(-c2cn3ccccc3n2)ccc1C ?
PV pol inh: 102; PV pol inh FP z-score: -0.7

What do the screens show for `CC(C)n1c(SCC(=O)c2ccccc2)nc2cc(Cl)ccc21`?
PV pol inh: 107; PV pol inh FP z-score: 1

How did COCc1cc(C)nc2sc3c(c12)NC1(CCCCC1)NC3=O do in these assays?
PV pol inh: 100; PV pol inh FP z-score: -0.5

How did Oc1cccc(Nc2nc(NCC3CCCO3)c3ccccc3n2)c1 (centres undefined) do in these assays?
PV pol inh: 97; PV pol inh FP z-score: -1

How did O=c1[nH]c(O)c(C=Nc2ccccc2)c(=O)[nH]1 do in these assays?
PV pol inh: 101; PV pol inh FP z-score: 0.1

Results for COc1ccc(NC(=O)CSc2nnc(N)s2)cc1 ?
PV pol inh: 108; PV pol inh FP z-score: 1.1

What do the screens show for `CCc1ccccc1Nc1ccc(C(=O)O)cn1`?
PV pol inh: 104; PV pol inh FP z-score: 0.4

What do the screens show for `CCOC(=O)c1c(NC(=O)CSc2nc(-c3ccccc3)cc(C(F)(F)F)n2)sc(C)c1C`?
PV pol inh: 96; PV pol inh FP z-score: -0.8

What do the screens show for `Cc1onc(-c2ccccc2)c1C(=O)n1nnc2ccccc21`?
PV pol inh: 100; PV pol inh FP z-score: -0.3

Results for COCCCNC(=O)CSC1=Nc2ccccc2C2=NC(CCC(=O)NCc3ccccc3OC)C(=O)N12 (centres undefined) ?
PV pol inh: 103; PV pol inh FP z-score: -0.8

What do the screens show for `O=C(CSc1nnc(Cc2cccs2)n1C1CCCCC1)N1CCCc2ccccc21`?
PV pol inh: 109; PV pol inh FP z-score: 0.3

What do the screens show for `CCCc1cc(=O)n2[nH]c(NC(=O)CC)nc2n1`?
PV pol inh: 103; PV pol inh FP z-score: 0.4

How did COC(CN(C)C(=O)c1cn(C)c2ccc(S(=O)(=O)N3CCOCC3)cc2c1=O)OC do in these assays?
PV pol inh: 103; PV pol inh FP z-score: 0.9

Results for O=C1C(c2ccccc2)Nc2c3ccccc3nc(=S)n21 (centres undefined) ?
PV pol inh: 101; PV pol inh FP z-score: -0.7

Results for O=C(CS(=O)(=O)c1cn(CC(=O)N2CCCC2)c2ccccc12)Nc1ccccc1 ?
PV pol inh: 98; PV pol inh FP z-score: -0.9

How did COC(=O)C1CN(C(=O)c2cccs2)c2ccccc2O1 (centres undefined) do in these assays?
PV pol inh: 100; PV pol inh FP z-score: -0.2

What do the screens show for `Cc1c(C(=O)N2CCCC2)oc2c1-c1nn(CC(=O)NCCCOC(C)C)cc1CC2`?
PV pol inh: 47*; PV pol inh FP z-score: -11*

How did O=C(Cc1cccs1)Nc1noc2ccccc12 do in these assays?
PV pol inh: 106; PV pol inh FP z-score: 1.5

How did CCOc1ccc(NC(=O)Cc2ccccc2OC)cc1 do in these assays?
PV pol inh: 108; PV pol inh FP z-score: 0.6

Results for CCN(CC)C(=O)CN1CCCN(Cc2cccc(C)c2)S1(=O)=O ?
PV pol inh: 100; PV pol inh FP z-score: -0.7

How did O=C(NCCN1C(=O)CSC1=O)c1ccccc1 do in these assays?
PV pol inh: 100; PV pol inh FP z-score: -0.7

How did Cc1ccc(CNC(=O)c2cn(C)c3ccc(S(=O)(=O)N4CCCC4)cc3c2=O)cc1 do in these assays?
PV pol inh: 100; PV pol inh FP z-score: -0.1

Results for CC(=O)NCCC(=O)Nc1ccc(OC(F)F)cc1 ?
PV pol inh: 99; PV pol inh FP z-score: -0.3

Results for CCN(CC)c1ccc(C(=O)OCC(=O)c2ccc(OC(F)F)cc2)cc1 ?
PV pol inh: 107; PV pol inh FP z-score: 0.6

How did O=c1[nH]nc(SCc2cccc3ccccc23)c(=O)[nH]1 do in these assays?
PV pol inh: 100; PV pol inh FP z-score: -0.4

How did COc1cccc(CNC(=O)CSC)c1 do in these assays?
PV pol inh: 100; PV pol inh FP z-score: -0.5

Results for O=C(Oc1ccc2c(c1)OCO2)[C@@H]1CCCN1S(=O)(=O)c1ccc(Cl)cc1 ?
PV pol inh: 108; PV pol inh FP z-score: 0.9

Results for Cc1cc(C)c2c(=O)c3c(oc2c1)C(=O)N(CCCOC(C)C)C3c1ccccc1F (centres undefined) ?
PV pol inh: 102; PV pol inh FP z-score: -1.4

What do the screens show for `CC(C)c1ccc2oc(-c3ccc(Cl)c(NC(=O)c4cccs4)c3)nc2c1`?
PV pol inh: 104; PV pol inh FP z-score: -0.2

What do the screens show for `CCOc1ccc(C2c3[nH]c4ccccc4c3CCN2C(=O)Cc2cccc(OCC)c2OCC)cc1` (centres undefined)?
PV pol inh: 106; PV pol inh FP z-score: -0.3

How did CCCCNC(=O)c1nn(-c2ccc(C)cc2)c(=O)n(C)c1=O do in these assays?
PV pol inh: 105; PV pol inh FP z-score: -0.5

Retrieved by structure from the entries so far:
Results for O=C(Oc1ccc2c(c1)OCO2)[C@@H]1CCCN1S(=O)(=O)c1ccc(Cl)cc1 ?
PV pol inh: 108; PV pol inh FP z-score: 0.9

Results for CCOC(=O)c1c(NC(=O)c2ccc(Cl)s2)sc2c1CCN(C(C)=O)C2 ?
PV pol inh: 100; PV pol inh FP z-score: -0.4

(listing goes on)
How did CN1C(=S)N(C2CCCCC2)C(=O)/C1=C/c1ccc(-c2ccc(Br)cc2)o1 do in these assays?
PV pol inh: 114; PV pol inh FP z-score: 2.4

How did O=C1c2ccccc2C(O)(c2ccccc2)N1C1CCCC1 (centres undefined) do in these assays?
PV pol inh: 101; PV pol inh FP z-score: -0.6

What do the screens show for `Cc1cc(=O)oc2cc(NC(=O)C3COc4ccccc4O3)ccc12` (centres undefined)?
PV pol inh: 104; PV pol inh FP z-score: 0.2

What do the screens show for `CC(=O)N1CCCc2cc(S(=O)(=O)N3CCCC(C(=O)Nc4cccc(Cl)c4C)C3)ccc21` (centres undefined)?
PV pol inh: 108; PV pol inh FP z-score: 0.2

Results for CCn1cc(C(=O)OCC(=O)Nc2cc(Cl)ccc2OC)c(=O)c2ccc(C)nc21 ?
PV pol inh: 108; PV pol inh FP z-score: 0.5

Results for O=C(c1ccccc1)C1CCN(S(=O)(=O)c2cc(C(F)(F)F)cc(C(F)(F)F)c2)CC1 ?
PV pol inh: 99; PV pol inh FP z-score: -1.2

What do the screens show for `O=C(CCCC(=O)c1ccccc1)Nc1ccc(O)cc1`?
PV pol inh: 99; PV pol inh FP z-score: -1.3

Results for COc1ccccc1CNc1ncnc2c1cnn2-c1ccc(C)cc1 ?
PV pol inh: 105; PV pol inh FP z-score: -0.3

What do the screens show for `COc1ccc(S(=O)(=O)N(C)c2ccnc(C(=O)N3CCc4ccccc43)c2)cc1`?
PV pol inh: 103; PV pol inh FP z-score: 0.7

What do the screens show for `O=C(Nc1ccccc1)c1snc2c(=O)[nH]cnc12`?
PV pol inh: 103; PV pol inh FP z-score: 0.4

How did CCc1cccc(C)c1NC(=O)CCS(=O)(=O)c1ccc2c(c1)oc(=O)n2C do in these assays?
PV pol inh: 101; PV pol inh FP z-score: -1.6

What do the screens show for `Cc1[nH]c2ccc(-c3nnc(SCC(=O)c4ccccc4F)o3)cc2c1C`?
PV pol inh: 103; PV pol inh FP z-score: 0.2

Results for CCCCSC1=NC(C)(C)CC(C)O1 (centres undefined) ?
PV pol inh: 102; PV pol inh FP z-score: 0.1

How did C/C=C/C=N/Nc1nc(C)cc(=O)[nH]1 do in these assays?
PV pol inh: 98; PV pol inh FP z-score: -0.9

Results for C=CCn1c(SCc2ccccc2)nnc1-c1ccc2ncccc2c1 ?
PV pol inh: 101; PV pol inh FP z-score: -0.5

Compounds above that have a thiophene ring, fused or not:
What do the screens show for `CC1(C)S[C@@H]2[C@H](NC(=O)[C@H](C(=O)O)c3ccsc3)C(=O)N2[C@H]1C(=O)O`?
PV pol inh: 99; PV pol inh FP z-score: -0.1

How did CCCn1nc(C(=O)N(C)Cc2cccs2)c2ccccc2c1=O do in these assays?
PV pol inh: 110; PV pol inh FP z-score: 1

Results for CCOC(=O)c1c(NC(=O)c2ccc(Cl)s2)sc2c1CCN(C(C)=O)C2 ?
PV pol inh: 100; PV pol inh FP z-score: -0.4

How did COCc1cc(C)nc2sc3c(c12)NC1(CCCCC1)NC3=O do in these assays?
PV pol inh: 100; PV pol inh FP z-score: -0.5

What do the screens show for `CCOC(=O)c1c(NC(=O)CSc2nc(-c3ccccc3)cc(C(F)(F)F)n2)sc(C)c1C`?
PV pol inh: 96; PV pol inh FP z-score: -0.8

What do the screens show for `O=C(CSc1nnc(Cc2cccs2)n1C1CCCCC1)N1CCCc2ccccc21`?
PV pol inh: 109; PV pol inh FP z-score: 0.3

How did COC(=O)C1CN(C(=O)c2cccs2)c2ccccc2O1 (centres undefined) do in these assays?
PV pol inh: 100; PV pol inh FP z-score: -0.2

How did O=C(Cc1cccs1)Nc1noc2ccccc12 do in these assays?
PV pol inh: 106; PV pol inh FP z-score: 1.5

What do the screens show for `CC(C)c1ccc2oc(-c3ccc(Cl)c(NC(=O)c4cccs4)c3)nc2c1`?
PV pol inh: 104; PV pol inh FP z-score: -0.2
